Screening results deposited in PubChem BioAssay by The Scripps Research Institute Molecular Screening Center.
CHRM1 antagonist – blocks human M1 muscarinic receptor. P11229. CHO-K1 hM1, Fluo-8 calcium fluorescence, ACh EC80 antagonist. inhibition, % at 3 µM. 360,000 tested, 1.3% active. AID 588852;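 active = percent inhibition above its own plate's cutoff, namely the mean of that plate's compound wells plus 3 SD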;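 also: peak over basal fluorescence ratio during 140 s after agonist addition; 0% = ACh EC80 plus DMSO and 100% = DMSO alone without agonist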
Target sequence (P11229 whole entry, looked up): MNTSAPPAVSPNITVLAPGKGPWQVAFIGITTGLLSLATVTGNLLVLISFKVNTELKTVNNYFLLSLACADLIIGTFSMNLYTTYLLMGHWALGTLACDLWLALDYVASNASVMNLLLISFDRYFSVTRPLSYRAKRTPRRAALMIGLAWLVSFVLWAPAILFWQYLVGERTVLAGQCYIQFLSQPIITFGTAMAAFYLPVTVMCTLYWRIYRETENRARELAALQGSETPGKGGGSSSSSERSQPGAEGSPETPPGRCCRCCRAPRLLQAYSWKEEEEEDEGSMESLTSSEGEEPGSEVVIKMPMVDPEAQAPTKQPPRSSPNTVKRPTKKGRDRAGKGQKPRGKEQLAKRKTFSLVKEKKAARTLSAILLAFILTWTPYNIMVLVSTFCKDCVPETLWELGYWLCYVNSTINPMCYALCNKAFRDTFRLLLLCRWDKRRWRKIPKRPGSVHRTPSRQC
V1aR counter – V1a receptor agonism, counter-screen for OXTR agonists; P37288; CHO-V1R cells, Fluo-8 calcium fluorescence, agonist mode; 0% DMSO, 100% 3 nM vasopressin; activation, % at 3 µM; 320,000 tested, 0.25% active; AID 2797;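 active = activation above the mean activation of all tested compounds plus 3 SD, per screening run, cut at about 20% in these data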;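 also: signal is peak over basal fluorescence ratio across a 100 second FLIPR read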
Target sequence (P37288 whole entry, looked up): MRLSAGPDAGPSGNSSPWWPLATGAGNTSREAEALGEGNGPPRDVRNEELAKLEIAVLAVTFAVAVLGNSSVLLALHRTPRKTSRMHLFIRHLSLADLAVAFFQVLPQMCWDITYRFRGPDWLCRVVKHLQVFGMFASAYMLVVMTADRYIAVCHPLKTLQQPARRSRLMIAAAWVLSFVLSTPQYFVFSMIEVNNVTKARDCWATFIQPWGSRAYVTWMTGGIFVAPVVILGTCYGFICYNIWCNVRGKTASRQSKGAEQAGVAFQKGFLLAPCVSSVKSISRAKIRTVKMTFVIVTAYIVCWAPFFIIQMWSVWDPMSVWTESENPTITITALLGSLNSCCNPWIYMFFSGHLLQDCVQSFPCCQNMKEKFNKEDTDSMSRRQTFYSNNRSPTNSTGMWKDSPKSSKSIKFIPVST
OXTR ag – agonists of human oxytocin receptor. CHO-OTR cells, Fluo-8 calcium fluorescence; normalized: DMSO 0%, oxytocin 100%. activation, % at 3 µM. 320,000 tested, 0.32% active. AID 2435;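 active = activation above the mean of all tested compounds plus 3 SD, cutoff set per screening run, cut at about 20% in these data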;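 also: peak over basal fluorescence ratio from a 100 s FLIPR kinetic read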
M1 ag – agonists of human M1 muscarinic receptor; P11229; CHO-K1 hM1, Fluo-8 calcium fluorescence, agonist mode; 0% DMSO, 100% acetylcholine EC100; activation, % at 3 µM; 360,000 tested, 0.33% active;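 active = activation above the run's mean compound activation plus 3 SD, cut at about 16% in these data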;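 also: peak over basal fluorescence ratio within a 140 s kinetic read after compound addition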
CHRM1 PAM – positive allosteric modulators of human M1 muscarinic receptor. P11229. AID 588819. 360,000 tested, 0.088% active. CHO-K1 hM1, Fluo-8 calcium fluorescence, ACh EC20; 0% = ACh EC20, 100% = maximal ACh. activation, % at 3 µM; in the data active = activation above about 19%, passing the limit was not always enough
CHO parental Ca – signal in parental CHO cells, OX1R antagonist counter-screen; parental CHO-K1, ATP-induced calcium, Fluo-8 fluorescence; inhibition, % at 5.6 µM; 330,000 tested, 0.63% active; AID 463079;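 active = inhibition above that plate's mean sample inhibition plus 3 SD, cut at about 26% in these data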;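 also: 0% = ATP-challenged DMSO wells and 100% = DMSO wells without ATP; some compounds past the cut are filed as inactive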
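Material – parental CHO cells · Reagent – ATP stimulus · Compound – single nominal dose of 5.6 µM per compound · Detection – Fluo-8 fluorescence · Read-out basis – percent inhibition of calcium signal · Controls – ATP-challenged DMSO wells low, unchallenged DMSO wells high · Repeats – no replicates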
TAAR1 antagonist – antagonists of human TAAR1. Q96RJ0. CHO RD-HGA16 TAAR1, Fluo-8 calcium fluorescence, antagonist. inhibition, % at 3 µM. 360,000 tested, 1.5% active;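 active = inhibition above a per-plate cutoff, the mean inhibition of test compounds on that plate plus 3 SD, cut at about 49% in these data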;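 also: 0% = DMSO plus EC80 beta-PEA response and 100% = DMSO alone without agonist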
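Test system: RD-HGA16 CHO cells with stable hTAAR1 and Gα16 / Probe or stimulus: EC80 β-phenethylamine stimulus / Times: seeding 17-24 h prior, 75-min 37 °C, 30-min RT dye loading / Detection: Fluo-8 calcium-sensitive fluorescence / Read-out basis: % inhibition scaled between DMSO and EC80 PEA controls / Repeats: singlicate, one well per test compound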
OXTR potentiator – potentiates the human oxytocin receptor response. P30559. CHO-OTR cells, Fluo-8 calcium fluorescence, potentiator mode; 0% = oxytocin EC15, 100% = EC100. activation, % at 3 µM. 320,000 tested, 0.061% active;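 active = activation above that plate's cutoff, the mean activation of tested compounds plus 3 SD, cut at about 6.6% in these data, passing the limit was not always enough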;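 also: 100% uses oxytocin at 75 nM as the full agonist control; some results filed as inactive read as strong as hits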
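test system = CHO-OTR cells, human receptor | compound = single-point 3.0 µM | schedule = 6 min compound pre-incubation at room temperature, 100 s kinetic read | signal = Fluo-8 no-wash calcium dye fluorescence, excitation 470-495 nm, emission 515-575 nm | repeats = single well per compound, singlicate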
TAAR1 ag – agonists of human TAAR1; Q96RJ0; 360,000 tested, 0.99% active; activation, % at 3 µM; CHO RD-HGA16 TAAR1, Fluo-8 calcium fluorescence; vehicle wells 0%, saturating PEA agonist 100%;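 active = activation above the mean activation of all test compounds in the run plus 3 SD, cut at about 38% in these data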
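Repeats: no replicates (n 1) | Material: CHO-derived RD-HGA16 cells with stable Gα16 and human TAAR1 | Technique: Kinetic Fluo-8 calcium fluorescence | Schedule: 17-24 h seeding, 75 min 37 °C dye, 30 min RT | Evaluation: % activation from peak over basal fluorescence ratio, DMSO-to-PEA scaled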
The depositor's hits bear a star; . = no result given.

Structure	TAAR1 ag	TAAR1 antagonist	OXTR potentiator	OXTR ag	CHRM1 PAM	M1 ag	V1aR counter	CHO parental Ca	CHRM1 antagonist
CC12CCC(=O)N1C(C(=O)OCC(=O)Nc1ccc(C(F)(F)F)cc1)CS2 (stereo not given)	3.7	4.8	-9.4	6.5	1.7	-1.1	6.6	-3.1	-2.9
O=C(C1CC1)N1CCc2cc(S(=O)(=O)N3CCOCC3)ccc21	9.3	-13.0	-5.3	7.2	1.0	-0.4	3.6	-3.6	-9.3
O=C1c2ccccc2C(=O)N1CCCCSc1nc2ccccc2o1	5.8	24.0	-7.6	2.4	2.8	-3.8	1.8	-22.7	-6.4
CC1(C)CC(=O)c2cc(NC(=O)c3ccc(F)cc3)c(=O)oc2C1	0.8	-24.5	-19.7	-0.4	2.8	-3.7	-0.3	-2.1	10.5
CCCSc1nc(O)c(C(c2ccc(OC)c(O)c2)c2c(O)nc(SCCC)n(C)c2=O)c(=O)n1C	1.1	0.3	-0.9	0.6	0.9	-6.2	6.5	9.7	-6.1
O=C(COc1ccc(S(=O)(=O)N2CCCC2)cc1[N+](=O)[O-])N1CCCC1	1.2	4.6	-2.7	-0.4	4.4	-2.5	0.2	-4.8	-9.8
Cc1cc(F)ccc1C(O)c1ncc(-c2ccccc2Cl)[nH]1 (stereo not given)	2.9	-3.8	.	.	8.2	-3.3	.	.	-8.9
CC1CN(c2oc(COc3ccc(Cl)cc3Cl)nc2C#N)CC(C)O1 (stereo not given)	-1.2	0.7	-14.1	-1.6	-2.6	-4.9	1.1	-19.2	1.6
COc1ccc(/C=C/C(=O)NCCCN2CCOCC2)cc1	3.3	-10.8	.	.	-1.9	-3.3	.	.	0.1
CC(C)Oc1cc(F)ccc1-c1cc(C(=O)Nc2cccc(Cl)c2)[nH]n1	0.8	42.5	.	.	-21.8	-8.5	.	.	24.4
O=C(CSc1ccc(S(=O)(=O)N2CCCC2)cn1)Nc1ccc([N+](=O)[O-])cc1C(F)(F)F	5.0	27.5	.	.	-0.2	-6.2	.	.	-0.4
COc1cc(/C=N/NC(=O)c2ccncc2)ccc1OC(=O)c1cccc(Br)c1	18.1	44.1	-16.2	8.6	5.4	0.1	11.8	10.9	2.0
O=C(COC(=O)CNC(=O)c1ccccc1)Nc1ccc2c(c1)OCO2	1.0	-4.4	-2.8	0.9	3.6	6.1	0.4	-5.3	-7.4
Cc1c(C(=O)NCCSCc2c(F)cccc2Cl)cnn1-c1ccc(Cl)cc1	1.3	28.7	-7.9	1.8	7.1	-1.4	2.6	-12.7	-6.0
Cc1ccc(C(=O)O)cc1NC(=O)CSc1ncnc2sc3c(c12)CCC3	2.9	-28.8	-2.6	0.1	8.8	-0.5	-0.9	-10.4	-22.7
Nc1cc(C(=O)OCC(=O)N2CCCC2=O)ccc1Cl	0.2	-2.9	-5.7	0.9	4.4	-0.6	0.6	-4.0	-7.8
O=C(N/N=C/c1cccs1)c1cc(-c2ccc3ccccc3c2)n[nH]1	14.2	45.9	-9.0	0.5	11.3	0.2	0.9	-10.3	-0.6
CN(C(=O)COC(=O)c1cc([N+](=O)[O-])ccc1N1CCCC1)C1CCS(=O)(=O)C1 (stereo not given)	0.7	-10.8	-8.9	-0.4	3.1	-4.8	0.7	-1.7	0.2
CC(C)(C)NC(=O)CSc1nc(-c2ccccc2)c(-c2ccccc2)[nH]1	8.2	-7.4	4.6	-0.2	3.7	-5.5	-0.5	-10.7	-10.0
COc1ccccc1CNC(=O)c1ccc(N(C)S(=O)(=O)c2ccc(C)cc2)cc1	0.4	13.8	-9.4	-0.4	0.7	-1.0	1.7	-13.0	7.2
CC1C(c2ccccc2)OCCN1C=NC#N (stereo not given)	0.7	-3.4	.	.	10.9	-1.2	.	.	-8.2
Cc1ccccc1CNC(=O)C(=O)NCCC1CCCCN1S(=O)(=O)c1cccs1 (stereo not given)	0.3	-22.3	-9.3	-0.7	3.9	-3.4	0.0	-21.9	-8.0
C#CCOC(=O)c1ccccc1C(=O)O	9.5	-4.7	-0.9	3.9	6.0	-3.4	2.1	-5.5	-7.1
CCn1cc(CNC(=O)c2c(-c3c(Cl)cccc3Cl)noc2C)c(C)n1	-1.5	6.9	-8.3	0.2	8.5	-4.0	0.3	-15.1	-1.8
CC(Oc1ccc(-c2ccccc2)cc1)C(=O)N1CCOCC1 (stereo not given)	7.7	6.2	-9.8	2.9	7.9	-0.7	3.2	5.2	-8.3
ClCCn1cnc2c(SCc3ccccc3Cl)ncnc21	4.9	-0.2	.	.	-6.5	0.3	.	.	9.8
CCCCn1c(N)c(N(CC(C)C)C(=O)CCNC(=O)c2ccc([N+](=O)[O-])cc2)c(=O)[nH]c1=O	1.4	-12.9	.	.	7.5	3.3	.	.	-1.5
C[C@H]1CN=C(Nc2ccccc2)N1CC1CCC1	11.6	-5.3	6.7	0.7	-2.8	-9.6	0.5	-5.1	5.0
O=C(CSc1ccc2nnc(-c3cccnc3)n2n1)NCc1ccco1	3.5	-26.5	-1.8	1.8	6.4	-3.5	0.6	-0.6	-7.2
COc1ccc(CC(=O)NNc2ncnc3c2cnn3C)cc1OC	0.1	10.0	3.8	-0.3	4.9	-4.5	0.5	-2.6	-6.3
CC(C)CCNC(=O)[C@H](CSCc1ccccc1)N1Cc2ccccc2C1=O	-2.8	26.5	2.7	-0.9	-1.1	-5.7	-1.1	-23.4	1.5
COc1ccc(OCC(=O)Nc2ccc(NC(=O)c3cccs3)c(OC)c2)cc1	3.3	-9.9	-13.0	-1.6	0.9	-3.9	-0.5	-20.3	0.0
COc1ccc(CC(=O)NN2C(=O)c3ccccc3C2=O)cc1	1.6	-18.9	-14.5	0.4	3.1	-7.1	-0.1	-3.7	-0.7
O=C(NC1CCCC1)C1CCCN1S(=O)(=O)c1cccc2cccnc12 (stereo not given)	1.3	-0.6	-0.7	0.9	11.0	-1.9	-0.6	-0.9	-20.2
CCC(=Nc1ccccc1O)C1=C(O)CC(c2ccccc2)CC1=O (stereo not given)	2.7	-5.5	-2.8	0.4	4.3	-1.6	0.0	-9.4	-30.1
COc1ccc(OC)c(NC(=O)Cn2c(C)nc3ccccc3c2=O)c1	10.9	-3.8	-19.0	-0.9	6.0	-6.0	0.5	-9.9	-1.5
COc1ccc(C)cc1NC(=O)c1ccc(-c2ccc(C(C)=O)cc2)o1	.	.	-12.0	-2.2	-8.2	-6.5	-0.1	-12.1	9.9
O=C(Nc1ccccc1C(=O)NC(Cc1ccccc1)C(=O)NC1CCCCCC1)c1ccccc1 (stereo not given)	6.8	33.4	-14.3	0.0	-4.0	-1.2	-0.5	-34.3	-8.6
COc1ccc(CC(=O)Nc2cccc3ccccc23)cc1OC	0.3	-0.6	-6.6	4.5	2.5	-3.2	6.2	-9.3	-3.6
Cn1cc(Cl)c(/C(N)=N/OC(=O)c2ccccc2C(F)(F)F)n1	-0.5	9.6	-2.5	-0.4	6.9	-1.2	-0.2	2.8	-11.4
CCOC(=O)CSc1ccc(-c2nc3cc(C)c(C)cc3[nH]2)cn1	8.7	22.0	-9.2	-2.9	-4.1	-0.3	0.2	-10.3	13.3
COc1cccc(NC(=O)CN(C)C(=O)c2cc(-c3ccccc3)nc3ccc(C)cc23)c1	11.3	74.2*	.	.	-8.6	0.9	.	.	22.7
CC(C)Oc1cccc(C(=O)Nc2ncn[nH]2)c1	1.3	-17.3	-0.3	1.4	7.2	-7.5	1.7	-1.2	-12.6
O=C(NCC1COc2ccccc2O1)c1cc(S(=O)(=O)N2CCOCC2)c(Cl)cc1Cl (stereo not given)	10.0	18.9	.	.	18.2	3.2	.	.	-8.2
CCCCC(CC)CNC(=O)CCS(=O)(=O)c1cccc2nsnc12 (stereo not given)	15.7	-29.6	-15.3	-2.3	6.4	-3.6	-0.9	-21.4	-5.5
CO/N=C(/COc1ccc(F)cc1)c1ccc(OC)cc1	0.1	-24.6	-6.2	-1.7	-0.4	-6.1	-0.5	-13.3	-1.8
CCOC(=O)N1CCN(S(=O)(=O)N2CCCC(C(=O)NCc3ccc(C)cc3)C2)CC1 (stereo not given)	-1.5	-5.4	.	.	18.6	3.3	.	.	-16.4
CCc1cc(=O)[nH]c(SCC(=O)NCc2ccc3c(c2)OCO3)n1	3.1	-23.2	-1.2	-1.1	6.1	-4.7	-0.4	3.1	-7.1
CC(C)(C)c1ccc(OCC(O)CSc2ncn[nH]2)cc1 (stereo not given)	15.1	-4.2	-6.5	1.9	2.8	-2.3	1.3	-10.5	-0.7
CCOC(=O)CCCNC(=O)CN1C(=O)NC(CCc2ccccc2)C1=O (stereo not given)	14.1	-0.2	-1.1	-0.8	7.4	-3.8	-0.2	-11.2	-9.3

Continued.
Structure	TAAR1 ag	TAAR1 antagonist	OXTR potentiator	OXTR ag	CHRM1 PAM	M1 ag	V1aR counter	CHO parental Ca	CHRM1 antagonist
COc1ccc(C(=O)/C(C#N)=N/Nc2ccc([N+](=O)[O-])cc2)cc1	13.7	6.3	-28.9	20.0*	-5.6	1.0	9.5	23.3	11.4
CNc1cnn(-c2ccccc2)c(=O)c1Cl	5.6	-12.3	-7.0	0.3	-0.1	-2.2	-0.4	-9.8	3.8
CN1CCN(S(=O)(=O)c2cccc(C(=O)N3CCN(c4ccccc4)CC3)c2)CC1	6.2	-6.0	5.8	2.8	8.0	-2.8	1.4	-11.7	-6.3
C=CCOc1cccc(/C=C/c2nc3ccccc3c(=O)[nH]2)c1	0.4	11.6	-8.6	1.3	10.6	-0.4	0.1	-18.2	-12.7
Cc1ccc(NC(=O)CN(C)C(=O)COc2cccc3cccnc23)cc1	1.9	1.6	0.9	0.0	-0.9	-3.9	-0.2	-8.1	-3.0
NC(=O)COC(=O)c1ccccc1SCC(=O)NC1CCCCCCC1	-0.4	-14.2	-1.8	0.9	3.8	-2.1	0.4	-28.8	4.2

2 records picked at random from those above:
Structure	TAAR1 ag	TAAR1 antagonist	OXTR potentiator	OXTR ag	CHRM1 PAM	M1 ag	V1aR counter	CHO parental Ca	CHRM1 antagonist
CCOC(=O)CCCNC(=O)CN1C(=O)NC(CCc2ccccc2)C1=O (stereo not given)	14.1	-0.2	-1.1	-0.8	7.4	-3.8	-0.2	-11.2	-9.3
C=CCOc1cccc(/C=C/c2nc3ccccc3c(=O)[nH]2)c1	0.4	11.6	-8.6	1.3	10.6	-0.4	0.1	-18.2	-12.7
